# EPAC2 ag: activates human EPAC2 exchange factor. Potency, µM (doses to about 154 µM), inactives show top-dose activation, most hits filed as activators. hit rate 0.079% among 360,000. Q8WZA2. EPAC2 activation, biochemical qHTS; response scale: 100% = 6.5 mM cAMP response; further: potency means the concentration at half of the fitted maximal effect; nearly all actives have a fitted effect of over 50% in size
#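 Exchange assay: 100 nM EPAC2 with 250 nM Rap1B-BODIPY-GDP and 50 uM GDP. Fluorescence (ex 480/em 540 nm) read every 5 min for 30 min at room temperature. Data normalized to 6.5 mM cAMP as agonist control.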
# EPAC2 antagonist: antagonists of human EPAC2 | Q8WZA2 | hit rate 0.18% among 360,000 | Potency, µM (series often up to 114 µM), for inactives: top-dose activity, negative = inhibition, actives largely listed as inhibitors | EPAC2 GEF exchange of Rap1B-BODIPY-GDP, fluorescence; further: potency means the concentration at half of the fitted maximal effect; on the % scale 0 is the no-effect control and ±100 the full control effect; nearly all actives have a fitted effect of over 45% in size; many of its hits are not listed in these tables
# MmCpn inh: M. maripaludis TRiC chaperonin inhibition | Potency, µM (titrated, usually from 76.9 µM), inactives show at the top dose activity, negative = inhibition, usual class: inhibitors | purified Mm-Cpn ATPase, ADP Transcreener TR-FRET | hit rate 0.031% among 330,000; further: potency means the concentration at half of the fitted maximal effect; on the % scale 0 is the no-effect control and ±100 the full control effect; nearly all actives have a fitted effect of over 80% in size
#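 Quantitative HTS used 25 nM Mm-CPN and 10 uM ATP in magnesium/KCl Tris buffer, pH 7.4, with 1 mM DTT. Hydrolysis ran 30 min at 37°C; ADP was read by HTRF.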
# Akt phos inh: Akt phosphorylation inhibition; Neuro2A IGF-stimulated pAkt S473 HTRF, 20 min; hits give low values; activity change, % for hits at 50 µM; hit rate 0.32% among 360,000; AID 651550; in the data active means activity change below about -80%; inconclusive means mostly about -51% to -80%; further: on the % scale 0 is the no-effect control and ±100 the full control effect
#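 Single-point screen (50 µM final compound) in Neuro2A cells stimulated 20 min with 6 nM IGF at 37 deg C. After lysis, Ser473-phosphorylated Akt read by HTRF (ex 330 nm, em 615/665 nm) as the 665/615 ratio.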
# PTHR1 agonist: PTHR1 (human) receptor agonism; Potency, µM (titrated, usually from 115 µM), without a hit: at the highest dose activation, actives largely listed as activators; Q03431; hit rate 0.075% among 410,000; HEK293 GP2 PTHR1 cells, GloSensor cAMP luminescence, 1 h; further: potency means the concentration at half of the fitted maximal effect; nearly all actives have a fitted effect of over 55% in size; some results filed as inactive show a strong effect at the top dose; inactives centre near -15; many of its hits are not listed in these tables
# Target sequence (Q03431 whole entry, looked up): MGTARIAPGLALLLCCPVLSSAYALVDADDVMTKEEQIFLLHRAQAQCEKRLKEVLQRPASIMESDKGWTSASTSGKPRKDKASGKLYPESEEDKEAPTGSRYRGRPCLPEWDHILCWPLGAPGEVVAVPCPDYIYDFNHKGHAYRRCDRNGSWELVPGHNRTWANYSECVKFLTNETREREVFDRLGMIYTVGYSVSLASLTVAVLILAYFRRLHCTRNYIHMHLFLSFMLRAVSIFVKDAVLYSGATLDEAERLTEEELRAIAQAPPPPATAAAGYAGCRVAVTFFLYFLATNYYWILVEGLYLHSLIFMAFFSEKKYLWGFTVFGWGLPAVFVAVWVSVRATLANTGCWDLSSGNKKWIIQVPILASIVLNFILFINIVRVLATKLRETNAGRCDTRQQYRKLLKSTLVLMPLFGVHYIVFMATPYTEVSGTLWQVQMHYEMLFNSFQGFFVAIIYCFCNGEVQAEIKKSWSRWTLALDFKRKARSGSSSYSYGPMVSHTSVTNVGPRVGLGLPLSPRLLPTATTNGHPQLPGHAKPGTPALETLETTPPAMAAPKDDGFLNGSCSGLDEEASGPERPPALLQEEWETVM
#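 HEK-293-derived GP2 cells expressing PTHR1 and a GloSensor cAMP reporter, 3,000/well, plated overnight, given luciferin plus IBMX (each 0.5 mM as added) for 1 h at 37 °C, then compound for 1 h at 37 °C. Luminescence was read after 15 min at room temperature.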
# DRD3 agonist: activates the human D3 dopamine receptor; D3R DiscoveRx beta-arrestin cells, luminescence, 90 min; max activation, %; hit rate 0.58% among 410,000; in the data active means max activation above about 30%; further: 0% is about no effect; mostly tested at two doses, the higher about 12 µM
# Target sequence (P35462 whole entry, looked up): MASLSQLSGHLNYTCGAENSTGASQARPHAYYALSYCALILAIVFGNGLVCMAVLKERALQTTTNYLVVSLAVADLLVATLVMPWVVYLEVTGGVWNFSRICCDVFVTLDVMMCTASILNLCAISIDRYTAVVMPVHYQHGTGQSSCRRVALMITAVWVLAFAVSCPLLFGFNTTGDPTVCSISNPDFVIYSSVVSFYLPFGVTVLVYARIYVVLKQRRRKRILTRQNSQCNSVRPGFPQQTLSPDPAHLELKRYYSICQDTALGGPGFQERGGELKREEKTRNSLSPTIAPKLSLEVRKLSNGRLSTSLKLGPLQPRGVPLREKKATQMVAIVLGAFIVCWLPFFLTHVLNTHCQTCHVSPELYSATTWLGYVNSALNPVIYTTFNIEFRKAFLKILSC
#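 Cells at 1500/well, incubated overnight, then treated with pinned compounds (dopamine as control) for 90 min at 37 degrees C. DiscoveRx reagent added for 30 - 60 minutes at room temperature; luminescence read.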
# CCT chaperon mod: cytosolic chaperonin activity modulation; purified chaperonin ATPase assay, HTRF ADP detection, 30 min; activity change, % (test concentration not listed), hits read low; hit rate 0.3% among 360,000; in the data active means activity change below about -30%; further: on the % scale 0 is the no-effect control and ±100 the full control effect
#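 TRiC (40 or 20 nM final, by batch activity) in 30 mM Tris pH 7.4, 100 mM KCl, 5 mM MgCl2, 1 mM DTT was treated with compound at 76 uM single dose, then 10 uM ATP, 30 min at 37 °C. ADP was read by HTRF Transcreener.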
# DRD3 antagonist: blocks the human D3 dopamine receptor. P35462. D3R cells, DiscoveRx beta-arrestin luminescence, antagonist mode; hits give low values. max response, negative = inhibition, %. hit rate 2.5% among 360,000. AID 652054; in the data active means max response below about -50%; inconclusive means no clear call, values can overlap the other calls; further: on the % scale 0 is the no-effect control and ±100 the full control effect; mostly tested at two doses, the higher about 12 µM
#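 Cells plated overnight at 1500 cells/well, then exposed to library compounds with dopamine controls for 90 minutes at 37 degrees C. DiscoveRx reagent added for 30–60 minutes at room temperature; luminescence read, quantitative HTS format.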
# An asterisk follows results filed as active; i = inactive; ? = inconclusive; . = not tested or not shown; & = joins results of further samples; [ ] = another dose, or the depositor's remark. Unless noted, the call rests on the fitted dose curve; in most records, active means well fitted curve in the direction sought with a large enough effect; inconclusive means small, poorly fitted or top-dose-only effect, or another doubt; inactive means no such curve, though single readings can be large; an effect the other way counts as inactive or inconclusive.
compound | EPAC2 ag | EPAC2 antagonist | MmCpn inh | Akt phos inh | PTHR1 agonist | DRD3 agonist | CCT chaperon mod | DRD3 antagonist
O=S(=O)(c1ccc(Cl)cc1)n1nnc2ccccc21 | 4% | 12% | -2% | i | i | -3 | -3.1 | -3
COc1cc(S(=O)(=O)N2CCOCC2)ccc1N | 1% | 0% | -2% | i | -12% | 10 | 0.7 | -4
CCc1cccc(C)c1NC(=O)CSc1nc2ccccc2n1CC(=O)N(C)C | 3% | 13% | 0% | i | i | 1 | 3.0 | -11
Cc1nn(Cc2c(F)c(F)c(F)c(F)c2F)c(C)c1NC(=O)c1nn(C)c(C)c1Br | 0% | 0% | -4% | i | -9% | 4 | -0.4 | 0
CCOCCCNC(=O)CCSc1ccc(C)cc1 | 9% | 13% | 1% | i | i | -1 | 1.8 | 25
CCOC(=O)C1=CCN(S(=O)(=O)c2ccccc2Br)C1c1ccccc1 (stereo not drawn) | 21% | -22% | . | i | -14% | -7 | -1.2 | 0
CC(C)C[C@H]1CNC(=O)C(=O)N1CC1CCN(CCc2ccc(-c3ccccc3)cc2)CC1 | 5% | -8% | . | i | -23% | -45 | 0.2 | -60*
Cc1ccc(NC(=O)c2cccc(OC(F)F)c2)c(OC(F)F)c1 | 5% | 0% | -20% | i | i | 10 | -0.4 | 2
O=C1OC(c2ccc(F)cc2)=N/C1=C\c1ccc(Br)o1 | 3% | -1% | -2% | i | -17% | 7 | 1.1 | -11
CCCCn1c2nc3ccccc3nc2c2c(=O)n(CC(C)C)cnc21 | 6% | -1% | . | i | -57%[inhibitor] | -1 | -1.7 | -6
Cc1nc2c(C(=O)O)cnn2c(C)c1Cc1ccccc1F | 4% | -2% | -8% | i | -21% | 7 | -1.1 | 1
CCC(C)(C)NC(=O)C(c1ccc(F)cc1)N(Cc1ccco1)C(=O)c1snc(C(N)=O)c1N (stereo not drawn) | 0% | 11% | -2% | i | ? | 15 | 4.1 | 14
COc1ccc2cc(C(C)C(=O)NC3CCC(O)CC3)ccc2c1 (stereo not drawn) | 0% | 5% | 2% | i | i | 12 | -0.8 | 10
CCC(=O)Nc1ccc(S(=O)(=O)NC[C@H]2O[C@@H](n3cnc4c(=O)[nH]c(N)nc43)[C@H](O)[C@@H]2O)cc1 | 3% | 7% | . | i | 13% | 8 | 2.0 | 13
O=C(Cn1cncn1)NCCCc1ccccc1 | 6% | -12% | -2% | i | -1% | 2 | 1.7 | -8
COc1ccc(-c2cc(C(F)(F)F)nc(SCC(=O)N3CCOCC3)n2)cc1OC | -31%[inhibitor] | 1% | 0% | i | -3% | 0 | -1.2 | 1
O=C(Cn1c(=O)oc2cc(S(=O)(=O)N3CCCCCC3)ccc21)NC1CCCCC1 | -2% | -3% | 2% | i | i | 7 | 0.7 | 0
CCn1cc(CN2CCC(n3nccc3NC(=O)c3ccccc3C)CC2)c(C)n1 | 0% | -7% | 5% | i | -4% | -19 | -4.2 | -4
COc1cccc(NCc2cc(=O)oc3cc(C)c(O)cc23)c1 | -5% | 9% | -2% | i | -24% | -1 | 1.0 | 0
CCNC(=O)n1cc(-n2cncn2)c(-c2ccccc2)n1 | 7% | -3% | 5% | i | -4% | -11 | -0.6 | 2
CN(c1ccc(F)cc1)S(=O)(=O)c1ccc(Cl)c(C(=O)NCC(c2ccco2)N2CCCCC2)c1 (stereo not drawn) | 8% | -2% | -1% | i | -16% | -9 | -3.2 | -7
CC(C(=O)O)c1ccc(CC2CCCC2=O)cc1 (stereo not drawn) | -2% | 2% | . | i | i | 16&-5 | -0.5 | 14
O=C(O)COc1ccccc1O | 13% | 0% | -5% | i | i | -4 | -2.5 | 23
O=c1cc(N2CCC3(CC2)OCCO3)[nH]c(=O)n1-c1ccc(Br)cc1 | -1% | 4% | 3% | . | i | -2 | -1.0 | -3
CCC(C)(C)n1nnnc1C(c1ccc(O)cc1)N1CCc2ccccc2C1 (stereo not drawn) | 11% | -17% | 1% | i | -16% | -7 | -3.6 | 0

# Six structures from above, arranged by number of heavy atoms, smallest number first:
compound | EPAC2 ag | EPAC2 antagonist | MmCpn inh | Akt phos inh | PTHR1 agonist | DRD3 agonist | CCT chaperon mod | DRD3 antagonist
O=C(O)COc1ccccc1O | 13% | 0% | -5% | i | i | -4 | -2.5 | 23
COc1cc(S(=O)(=O)N2CCOCC2)ccc1N | 1% | 0% | -2% | i | -12% | 10 | 0.7 | -4
O=C1OC(c2ccc(F)cc2)=N/C1=C\c1ccc(Br)o1 | 3% | -1% | -2% | i | -17% | 7 | 1.1 | -11
O=c1cc(N2CCC3(CC2)OCCO3)[nH]c(=O)n1-c1ccc(Br)cc1 | -1% | 4% | 3% | . | i | -2 | -1.0 | -3
CCCCn1c2nc3ccccc3nc2c2c(=O)n(CC(C)C)cnc21 | 6% | -1% | . | i | -57%[inhibitor] | -1 | -1.7 | -6
O=C(Cn1c(=O)oc2cc(S(=O)(=O)N3CCCCCC3)ccc21)NC1CCCCC1 | -2% | -3% | 2% | i | i | 7 | 0.7 | 0

# Entries of single compounds, looked up by structure. Screens in order: EPAC2 ag, EPAC2 antagonist, MmCpn inh, Akt phos inh, PTHR1 agonist, DRD3 agonist, CCT chaperon mod, DRD3 antagonist
# `CCC(C)(C)NC(=O)C(c1ccc(F)cc1)N(Cc1ccco1)C(=O)c1snc(C(N)=O)c1N` (stereo not drawn) in the list: 0%, 11%, -2%, i, ?, 15, 4.1, 14
# `CCCCn1c2nc3ccccc3nc2c2c(=O)n(CC(C)C)cnc21` in the list: 6%, -1%, ., i, -57%[inhibitor], -1, -1.7, -6
# `Cc1nn(Cc2c(F)c(F)c(F)c(F)c2F)c(C)c1NC(=O)c1nn(C)c(C)c1Br` in the list: 0%, 0%, -4%, i, -9%, 4, -0.4, 0
# `CCOCCCNC(=O)CCSc1ccc(C)cc1` in the list: 9%, 13%, 1%, i, i, -1, 1.8, 25
# `O=C(O)COc1ccccc1O` in the list: 13%, 0%, -5%, i, i, -4, -2.5, 23

# (next part)
compound | EPAC2 ag | EPAC2 antagonist | MmCpn inh | Akt phos inh | PTHR1 agonist | DRD3 agonist | CCT chaperon mod | DRD3 antagonist
O=C(NCC(=O)N1CCC(Cc2ccccc2)CC1)c1ccccc1F | 3% | -2% | . | i | -37%[inhibitor] | -3 | -2.1 | -1
CCNC(=O)N(C)[C@H]1C[C@H]2c3[nH]c4ccccc4c3CCN2C[C@H]1[C@H](C)O | 5% | 0% | . | i | -16% | 4 | 0.0 | 16
O=C(NCc1ccccn1)Nc1ccc(F)c(Cl)c1 | 10% | -2% | ? | i | -12% | 4 | -0.3 | -2
O=C(CN1CCN(c2ccc(Cl)cc2)CC1)Nc1cccc(F)c1 | -1% | -21% | 2% | i | -5% | -8 | 0.0 | 0
CC(C)(C)c1cc[n+](-c2nc([O-])sc2C=O)cc1 | -1% | -10% | 0% | i | -68%[inhibitor] | -1 | -2.0 | -5
N#Cc1c(N)nc2c(c1N)CC(=O)N2c1ccccc1-c1ccccc1 | 17% | 12% | 0% | i | i | 1 | 1.9 | 36
O=C1Nc2ccccc2Oc2cc([N+](=O)[O-])cc(Oc3ccccc3)c21 | 30% | 17% | -1% | i | i | -8 | 1.3 | 46
O=C(Nc1ccc(SC(F)F)cc1)C12CCC(CC1)C2 | 1% | 2% | 1% | i | -37%[inhibitor] | -14 | -3.9 | -18
O=S(=O)(NCCCc1ccccc1)c1cccc2nsnc12 | 11% | 13% | 2% | i | i | -2 | 1.9 | -7
COC(=O)c1ccc2c(c1)N(C)S(=O)(=O)c1cnc(SCC(=O)C(C)(C)C)nc1-2 | -4% | 6% | 0% | i | i | 16 | -1.0 | 11
Cc1cc(=O)[nH]c(N/N=C/CCc2ccccc2)n1 | 4% | 4% | -5% | i | i | 0 | 1.8 | -2
CCC(CC)C(=O)Nc1ccccc1NC(C)=O | 11% | -2% | -2% | i | -6%[57.5 µM] | -4 | -2.1 | -10
O=C(Nc1ccc(S(=O)(=O)Nc2ncccn2)cc1)c1ccc(Cl)c([N+](=O)[O-])c1 | 2% | 4% | -5% | i | -13% | 0 | -3.1 | 7
COc1ccc(-c2nc3ncccc3o2)cc1NC(=O)c1cccs1 | -4% | 4% | -1% | i | -3% | 7 | 1.3 | 25
CCOC(=O)c1[nH]ncc1CN1CCN(Cc2ccccc2)C(CCO)C1 (stereo not drawn) | 2% | 2% | 0% | i | i | -3 | -0.6 | 9
CN(C)CCOc1ccc2c(c1)Sc1ccccc1CC2=O | 9% | -4% | -8% | i | i | -14 | -6.6 | -22
COc1ccccc1N(C)S(=O)(=O)c1ccc(C(=O)N2CCC(C(N)=O)CC2)cc1 | 6% | 27%[57.1 µM] | 0% | i | ? | -7 | 1.5 | -23
CCCc1cn(S(=O)(=O)c2ccc(OC)cc2OC)nc1N | -23% | -9% | 3% | i | -3% | 0 | -0.5 | 2
COc1ccc(OCC(=O)Nc2cccc3ncccc23)cc1 | -3% | -1% | 1% | i | -13% | -1 | -6.0 | 13
Cc1nnc(SCC(=O)NCc2ccco2)n1-c1ccc(F)cc1 | -5% | 12% | 0% | i | i | 4 | 0.9 | -1
C/C(=N\NC(=O)CN(c1ccc(Oc2ccccc2)cc1)S(C)(=O)=O)C(C)(C)C | 8% | -3%[57.1 µM] | 2% | i | -12% | 1 | -0.8 | 13
O=C(NNC(=O)c1cccc(-n2cccc2)c1)c1ccc(F)cc1 | -4% | -4% | 0% | i | -39% | -3 | 0.0 | -23
CCOc1ccc(C(=O)NCC(=O)N2CCCC2)cc1 | 9% | 2% | -2% | i | 15% | -16 | -1.9 | -12
Cc1ccc(S(=O)(=O)N2CCN(C(=O)CN3CCc4ccccc4C3)CC2)cc1 | 12% | -2% | 1% | i | -20% | -17 | 1.7 | ?
CCN(CC)c1ccc(C(=O)Nc2ccccc2)cc1[N+](=O)[O-] | 4% | -16% | 1% | i | -50% | -6 | -1.3 | 6
O=C(Nc1ccc(C(=O)N2CCCC2)cc1)c1ccccc1F | -3% | 9% | 0% | i | -13%[57.5 µM] | -21 | -4.2 | -8
COc1ccc(NC(=O)Cc2ccc(Cl)cc2)cc1NC(=O)c1ccco1 | 1% | 6% | -3% | i | i | -4 | -1.2 | -21

# Source: PubChem

# An excerpt; rates above refer to the full screens.
